p53ts 39C tox: p53ts cell cytotoxicity, nonpermissive temperature; H1299-p53A138V viability at 39C, ATP luminescence, 24 h; Potency, µM (titrated, usually from 46.1 µM), for inactives: top-dose activity change, negative = cell killing, hits mostly cytotoxic; 130,000 tested, 1.5% active; further: nearly all actives have a fitted effect of over 55% in size
Imprint erasure: genomic imprint erasure induction. mouse ES Peg3-LacZ reporter, beta-gal luminescence, 40 h. Potency, µM (highest dose often 60.7 µM), without a hit: at the highest dose activity change, positive = activation, most hits filed as activators. 110,000 tested, 0.02% active;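 further: 0% = negative control wells on the plate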
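Gelatin-coated wells received 300 freshly trypsinized female ES cells with a Peg3LacZ-Neo reporter on the maternal allele, then incubated 40 hours at 37C. BetaGlo was added for 5 minutes at room temperature before a single luminescence read.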
p53ts 32C tox: p53ts cell cytotoxicity, permissive temperature; H1299-p53A138V at 32C, ATP luminescence viability, 24 h; Potency, µM (doses to about 46.1 µM), for the others: at the highest dose activity change, negative = cytotoxicity, most hits filed as cytotoxic; 130,000 tested, 0.93% active; AID 924;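 further: 0% = DMSO and -100% = full killing by reference compound; nearly all actives have a fitted effect of over 55% in size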
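H1299-p53 A138V cells (temperature-sensitive p53) exposed 24 h to up to 46 uM compound at 32C, where p53 is wild-type in conformation. Viability read as ATP luminescence and normalised to DMSO and 100 uM tamoxifen. AC50 fitted with the Hill equation.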
IkB signaling: inhibitors of IkB signaling in ABC-DLBCL cells; 110,000 tested, 0.04% active; ABC-DLBCL IkBa-CBG/CBR dual luciferase ratio, 4 h; response scale: scaled: untreated 0%, proteasome inhibitor 100%; Potency, µM (titrated, usually from 57.1 µM), for the others: top-dose IkBa stabilization activation; active means well fitted curve in the direction sought with a large enough effect in the signal ratio, not every such curve was filed as active; inconclusive means small, poorly fitted or top-dose-only effect, or a change in a side signal; the % refers to the signal ratio;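 further: the direction sought is a rising ratio; 0% = basal untreated cells and 100% = reference inhibitor full response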
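Luminescence ratio of IκBα-fused green versus native red beetle luciferase in OCI-Ly3 cells, 4 h post-doxycycline with compound; red signal alone, scaled from basal (0%) to zero light (-100%), flagged nonspecific or cytotoxic effects.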
An asterisk follows results filed as active; ? = inconclusive; / = no result given; [ ] = another dose, or the depositor's remark. Unless noted, the call rests on the fitted dose curve; in most records, active means well fitted curve in the direction sought with a large enough effect; inconclusive means small, poorly fitted or top-dose-only effect, or another doubt; inactive means no such curve, though single readings can be large; an effect the other way counts as inactive or inconclusive. Unless noted, on the % scale 0 is the no-effect control and ±100 the full control effect; potency means the concentration at half of the fitted maximal effect.

SMILES	p53ts 39C tox	Imprint erasure	p53ts 32C tox	IkB signaling
Cc1ccccc1-c1nsc(SCC(=O)NCc2ccc3c(c2)OCO3)n1	-24%	/	-3%	/
COc1cc(C2CC(=O)Nc3cc4c(cc32)OCCO4)cc(Br)c1OC (configuration not stated)	?	-24%[10.9 µM]	7%	?
CCOC(=O)c1cc(S(=O)(=O)N2CCN(C(=O)OCC)CC2)cn1C	-8%	-5%	-13%	0.3%
CCc1cc(=O)oc2cc(C)cc(O)c12	2%	-10%	1%	-3.7%
CC(=O)c1cc2c(cc1NC(=O)c1cnc(C)cn1)OCO2	-1%	-7%	13%	-0.6%
C/C(N)=C(/C#N)C(=O)CSc1nnc(COc2ccccc2Cl)o1	-5%	-6%	-11%	0.8%
Cc1cc(N2CCN(C)CC2)nc2ccc(NC(=O)Nc3ccc(Cl)cc3)cc12	-11%	-6%[10.9 µM]	-14%	-3.6%
N#Cc1c(-c2cccs2)cc(-c2ccccn2)nc1N	5%	-10%	25%	-0.2%
CCOc1ccc(C(=O)Nc2cc(-c3nc4cc(OC)ccc4o3)ccc2C)cc1[N+](=O)[O-]	-15%	-2%[10.9 µM]	?	?
COc1ccc(NC(=O)NC(C)c2ccncc2)cc1OC (configuration not stated)	13%	-13%	4%	3.1%
CCCCN1C(=O)c2[nH]nc(-c3ccccc3O)c2C1c1ccc(OCc2ccccc2)c(OC)c1 (configuration not stated)	-11%	-11%[10.9 µM]	25%	?
CCOc1ccc2nc3cc(N=Nc4ccc(N)nc4N)ccc3c(N)c2c1	-2%[9.22 µM]	-4%[10.9 µM]	-1%[9.22 µM]	-6.5%[11.4 µM]
Cc1cc2c(cc1S(=O)(=O)CCC(=O)N(C)Cc1ccccc1)OCC(=O)N2	-29%	-10%[10.9 µM]	-2%	?
CC(=O)Oc1ccc2oc(=O)c3c(c2c1)CCCN3C(=O)CN1CCN(c2ncccn2)CC1	2%	2%	11%	-0.3%
CCOC(=O)c1[nH]c2ccccc2c1NC(=O)c1ccc(Br)cc1	19%	-8%[10.9 µM]	-6%	-0.1%
COc1ccc(-c2nc3sc(CCNC(=O)c4cc(Cl)ccc4OC)c(C)n3n2)cc1	-23%	-14%[10.9 µM]	-6%	?
Cc1cccc(C(=O)Nc2ccc(C(=O)OCc3cc(=O)n4nc(C5CC5)sc4n3)cc2)c1	-10%	-22%[10.9 µM]	-15%	1.0%
O=C(NCc1ccco1)C(c1ccccc1)N(C(=O)Cc1cccs1)c1ccccc1 (configuration not stated)	7%	/	0%	/
CCCOc1cccc(C2C(C(=O)c3ccco3)=C(O)C(=O)N2CCN(CC)CC)c1 (configuration not stated)	9%	2%	7%	0.3%
COc1ccc(/C=N/Nc2nc(=O)[nH]nc2C)cc1[N+](=O)[O-]	-1%	/	-6%	/

Just Imprint erasure and IkB signaling, for some of the entries so far:
canonical_smiles	Imprint erasure	IkB signaling
CCOC(=O)c1cc(S(=O)(=O)N2CCN(C(=O)OCC)CC2)cn1C	-5%	0.3%
CCc1cc(=O)oc2cc(C)cc(O)c12	-10%	-3.7%
CC(=O)c1cc2c(cc1NC(=O)c1cnc(C)cn1)OCO2	-7%	-0.6%
C/C(N)=C(/C#N)C(=O)CSc1nnc(COc2ccccc2Cl)o1	-6%	0.8%
Cc1cc(N2CCN(C)CC2)nc2ccc(NC(=O)Nc3ccc(Cl)cc3)cc12	-6%[10.9 µM]	-3.6%
N#Cc1c(-c2cccs2)cc(-c2ccccn2)nc1N	-10%	-0.2%

More results
SMILES	p53ts 39C tox	Imprint erasure	p53ts 32C tox	IkB signaling
CCN(CC)CC(=O)Nc1ccc(C)cc1Br	3%	-3%	-3%	1.1%
Cc1csc(NC(=O)C2CCCN(S(=O)(=O)c3ccc(Br)s3)C2)n1 (configuration not stated)	16%	4%	-17%	?
Cc1cc(=O)n(CC=C(Cl)Cl)c2ccccc12	-20%	-9%	0%	-0.2%
CC1=C(C(=O)OC2CCCC2)C(c2ccccc2Cl)CC(=O)N1 (configuration not stated)	-25%	9%[10.9 µM]	14%	4.6%
CCOc1ccc(OCC)c(NS(=O)(=O)c2c(C)[nH]c(=O)[nH]c2=O)c1	-10%	-8%[10.9 µM]	-3%	-5.2%
Cn1c(=O)cc(N2CCCCC2)[nH]c1=O	6%	0%	3%	-1.1%
O=C(CCN1C(=O)c2ccccc2C1=O)Nc1ccc(S(=O)(=O)NC2=NCCCCC2)cc1	8%	2%	11%	0.2%
CCOC(=O)C1=C(N)OC2=C(C(=O)CC(C)(C)C2)C1c1ccccc1OCC#N (configuration not stated)	3%	-5%	5%	1.7%
O=C(CC1CCCC1)NCCc1cn2ccccc2n1	20%	-14%	-6%	3.9%
Cc1ccc(CSCCC(=O)NCc2ccc(F)cc2Cl)cc1	-8%	0%[10.9 µM]	11%	-1.6%
CCCSc1ncc(Cl)c(C(=O)Nc2scc(-c3ccc(C)cc3)c2C(=O)OCC)n1	-2%	-5%[10.9 µM]	-6%	-0.4%
Cc1ccc(CCNC(=O)C2COc3ccccc3C2)cc1 (configuration not stated)	4%	-12%[10.9 µM]	7%	-2.4%
CC(C)Cn1c(SCC#N)nc2ccccc2c1=O	-6%	2%	15%	-0.8%
CC(=O)Nc1ccc(NS(=O)(=O)c2c(C)nc3sccn3c2=O)cc1	14%	-11%[10.9 µM]	8%	0.7%
COCCN1C(=O)c2ccccc2C(C(=O)NCCN(C)C)C1c1ccc(F)cc1 (configuration not stated)	-1%	-18%	-4%	0.3%
COc1ccc(S(=O)(=O)N2CCN(CC(=O)Nc3cccc(F)c3)CC2)cc1	2%	9%	-2%	2.6%
COc1ccccc1NC(=O)Cn1c(=O)c(CNc2ccccc2)cc2cc(OC)c(OC)cc21	14%	12%[10.9 µM]	23%	0.5%
COC(=O)N1CCC2(CC1)CCN(c1cccc(-c3ccccc3)c1)CC2	-11%	/	6%	5.7%[11.4 µM]
CCOC(=O)c1cccc(NC(=O)CCc2c(C)nc3c4cccnc4nn3c2C)c1	-15%	-10%[10.9 µM]	-5%	?
COc1ccc(CCNC(=O)CSc2ncnc3c2oc2ccccc23)cc1OC	-4%	?	-7%	3.5%
CO[C@]1(NC(=O)CSCC#N)C(=O)N2C(C(=O)O)=C(CSc3nnnn3C)CS[C@H]21	7%[20.6 µM]	15%[16.8 µM]	7%[20.6 µM]	1.5%[25.6 µM]
CC1CN(C(=O)CCN2C(=O)c3ccccc3C2=O)CC(C)O1 (configuration not stated)	-9%	/	11%	/
COc1ccccc1N1CCN(C(=O)c2cc(CC(C)C)on2)CC1	27%	-4%[10.9 µM]	7%	-0.1%
CCC(=O)Nc1nnc(SCc2cc(=O)c3cc(C)ccc3[nH]2)s1	16%	5%[10.9 µM]	1%	-1.3%
Cc1ccc(NC(=O)Cn2c(CCC(=O)O)ccc2-c2cccs2)cc1Cl	-17%	6%[10.9 µM]	4%	?
CSC1=C(C#N)C(CC(C)C)C2=C(CCCC2=O)N1 (configuration not stated)	12%	?	-12%	-1.3%
CCOC(=O)C1=C(O)C(=O)N(c2ccc(S(N)(=O)=O)cc2)C1c1ccccc1 (configuration not stated)	4%	2%	-3%	-2.4%
Cn1c(=O)c2c(nc(C(=N)SCC(=O)O)n2C)n(C)c1=O	-5%[9.22 µM]	-12%[10.9 µM]	3%[9.22 µM]	1.3%[11.4 µM]
CC(C)C(=O)NC(C)C(c1cccs1)N1CCOCC1 (configuration not stated)	2%	0%	3%	-1.6%
CC(C)NC(=O)c1nn(-c2ccccc2F)nc1CO	19%	3%[10.9 µM]	4%	-1.0%
COC(=O)c1c(C)oc2ccc(N(C(=O)c3ccncc3)S(=O)(=O)c3cc(C)ccc3C)cc12	25%	-21%[10.9 µM]	63%[activator]	?
COc1ccc(C)cc1NC(=O)c1cnc2scc(C)n2c1=O	3%	0%	-3%	?
O=C(Nc1ccccc1)N1CCC2(CC1)CCN(C(=O)c1ccncc1)CC2	1%	/	-8%	2.4%[11.4 µM]
O=C(/C=C/c1ccc(F)cc1)Nc1nc2n(n1)C(c1ccc(Cl)cc1)C=C(c1ccccc1)N2 (configuration not stated)	-6%	-5%[10.9 µM]	3%	?
COc1ccccc1N1CCN(C(=O)CN(c2ccccc2OC)S(=O)(=O)c2ccccc2)CC1	5%	-12%	18%	4.0%
O=C(O)C1CC=CCC1C(=O)N1CCCC1 (configuration not stated)	-15%	-1%	-25%	-0.2%
COCCn1nnnc1C(CC(C)C)N1CCN(c2ccccc2)CC1 (configuration not stated)	2%	/	-4%	/
O=C(CCS(=O)(=O)c1cc(Br)cc2c1N(C(=O)C1CC1)CC2)N1CCN(c2cccc(Cl)c2)CC1	12%	6%[10.9 µM]	10%	-0.5%
CCN1CCCC1CN(Cc1cc2c(C)cc(C)cc2[nH]c1=O)C(=O)NC1CCCCC1 (configuration not stated)	-15%	-21%	-12%	6.1%
Cc1ccccc1-c1nc(CN2CCC(C(=O)NCc3ccco3)CC2)c(C)o1	10%	-16%	-1%	-0.5%
CN(C)c1ncc2nc(-c3ccccc3)c(=O)n(C)c2n1	?	-22%	?	-3.4%[11.4 µM]
CCCCCn1c(CCCNC(=O)CC)nc2ccccc21	-10%	-13%	-1%	0.4%
Cc1ccn2c(=O)c(C(=O)NCCc3ccc(S(N)(=O)=O)cc3)c(O)nc2c1	-2%	-15%[10.9 µM]	19%	0.4%
CC(C)(C)NCC(O)COc1ccccc1C(C)(C)C (configuration not stated)	-17%	-21%	4%	1.9%
COc1cc(C(O)P(=O)(OC2CCCCC2)c2ccc(N(C)C)cc2)cc(OC)c1OC (configuration not stated)	6%	-5%	-1%	1.4%
CCOc1ccc(C(=O)c2cn(CC(=O)Nc3ccc4c(c3)OCO4)c3ccc(OC)cc3c2=O)cc1	?	2%[10.9 µM]	3%	?
CCOC(=O)c1ccc(NC(=O)CCc2nc(-c3ccc(Cl)cc3)no2)cc1	-2%	-21%	-11%	2.9%
COc1ccc(CNc2ncnc3ccc(-c4ccccc4OC)cc23)c(OC)c1	-5%	-18%	-5%	6.5%[11.4 µM]
CCc1cccc(C)c1NC(=O)CN1C(=O)c2c(c3ccccc3n2C)C1c1ccc(OC)cc1 (configuration not stated)	-11%	20%[10.9 µM]	12%	?
O=C(Nc1ccc(Br)cc1)c1cc(-c2cccs2)nc2ccccc12	?	-8%[10.9 µM]	-14%	?
Cc1cc(C)n(C(=O)CCCCCC(=O)n2nc(C)cc2C)n1	-4%	-9%	6%	-2.5%
O=S(=O)(c1ccc(Cl)cc1)N1CCC(c2ccncc2)CC1	43%[activator]	-8%[10.9 µM]	-3%	-1.5%
C/C=C/Cn1c(Br)nc2c1c(=O)n(C)c(=O)n2C	-3%	-6%	-3%	0.2%
COc1ccc(C(=O)/C=C/N2CCCCC2)cc1OC	-3%	-5%	-15%	-1.3%
CN(C)c1ccc(-c2nc(-c3ccccn3)no2)cc1[N+](=O)[O-]	-12%	-8%[10.9 µM]	-19%	-0.3%
CN1C[C@H](C(=O)N[C@]2(C)O[C@]3(O)[C@H]4CCCN4C(=O)[C@H](Cc4ccccc4)N3C2=O)C[C@H]2c3cccc4[nH]cc(c34)C[C@@H]21	14%[20.6 µM]	-3%[16.8 µM]	-1%[20.6 µM]	-0.8%[25.6 µM]
CC(C)c1ccc(N2C(=O)CSC23C(=O)N(Cc2ccccc2F)c2ccccc23)cc1 (configuration not stated)	-15%	11%[10.9 µM]	1%	-0.5%
COc1ccc(CNC(=O)CSc2nc(-c3ccc(OC)c(OC)c3)cc(C(F)(F)F)n2)cc1	1%	-11%[10.9 µM]	10%	-2.1%
CCOC(=O)c1ccccc1NS(=O)(=O)c1ccccc1F	-13%	-17%	4%	1.0%
CCn1c(SCC(=O)Nc2nc(C)c(C)s2)nnc1-c1ccco1	9%	-3%	-5%	0.9%

5 entries already listed, sorted by molar mass, ascending:
SMILES	p53ts 39C tox	Imprint erasure	p53ts 32C tox	IkB signaling
COc1ccc(C(=O)/C=C/N2CCCCC2)cc1OC	-3%	-5%	-15%	-1.3%
CN(C)c1ccc(-c2nc(-c3ccccn3)no2)cc1[N+](=O)[O-]	-12%	-8%[10.9 µM]	-19%	-0.3%
C/C=C/Cn1c(Br)nc2c1c(=O)n(C)c(=O)n2C	-3%	-6%	-3%	0.2%
CCOC(=O)c1ccc(NC(=O)CCc2nc(-c3ccc(Cl)cc3)no2)cc1	-2%	-21%	-11%	2.9%
Cc1ccn2c(=O)c(C(=O)NCCc3ccc(S(N)(=O)=O)cc3)c(O)nc2c1	-2%	-15%[10.9 µM]	19%	0.4%
